Screens (PubChem BioAssay)
RBX1-CUL1 inh – inhibitors of human ROC1-CUL1 ubiquitin ligase activity. P62877+Q13616. inhibition, % at 10 µM. actives 0.6% (n = 140,000). AID 1347404. in vitro K48 di-Ub FRET, acceptor:donor ratio, 45 min; in the data active = inhibition above about 25%
Target sequence (P62877 whole entry, looked up): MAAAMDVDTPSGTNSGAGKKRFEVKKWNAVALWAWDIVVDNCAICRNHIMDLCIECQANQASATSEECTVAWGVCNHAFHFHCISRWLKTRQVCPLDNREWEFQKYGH
Target sequence (Q13616 whole entry, looked up): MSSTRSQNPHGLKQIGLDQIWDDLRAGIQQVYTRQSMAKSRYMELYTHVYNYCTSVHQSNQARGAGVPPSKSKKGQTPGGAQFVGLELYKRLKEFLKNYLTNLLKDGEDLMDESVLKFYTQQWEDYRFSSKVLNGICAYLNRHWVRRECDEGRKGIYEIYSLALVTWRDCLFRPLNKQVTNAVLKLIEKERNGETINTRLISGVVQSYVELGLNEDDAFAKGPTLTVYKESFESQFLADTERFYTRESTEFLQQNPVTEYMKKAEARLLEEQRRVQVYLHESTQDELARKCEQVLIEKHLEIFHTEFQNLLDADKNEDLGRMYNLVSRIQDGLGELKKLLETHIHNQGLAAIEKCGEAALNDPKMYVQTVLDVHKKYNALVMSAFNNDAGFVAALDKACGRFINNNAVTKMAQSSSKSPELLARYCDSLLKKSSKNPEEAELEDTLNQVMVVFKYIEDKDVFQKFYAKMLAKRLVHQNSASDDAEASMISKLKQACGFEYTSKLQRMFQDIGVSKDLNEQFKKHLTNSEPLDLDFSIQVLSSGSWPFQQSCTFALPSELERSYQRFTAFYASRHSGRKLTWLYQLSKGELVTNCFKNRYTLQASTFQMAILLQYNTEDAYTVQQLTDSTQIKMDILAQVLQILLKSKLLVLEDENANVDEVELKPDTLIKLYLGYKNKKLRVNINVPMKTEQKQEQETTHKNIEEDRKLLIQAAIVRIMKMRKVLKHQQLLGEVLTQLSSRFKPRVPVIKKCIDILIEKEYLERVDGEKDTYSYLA
Numbers without * were called inactive. Some of the compounds tested; count on the stated rates, not on these rows.

What do the screens show for `O=C(CN(Cc1c(Cl)cccc1Cl)S(=O)(=O)c1ccc(Cl)cc1)N1CCCCC1`?
RBX1-CUL1 inh: 6

What do the screens show for `CCC(NC(=O)C12CC3CC(CC(C3)C1)C2)c1ccccc1` (stereo unspecified)?
RBX1-CUL1 inh: -1

How did O=C(/C=C/c1c[nH]c2ccccc12)N1CCOCC1 do in these assays?
RBX1-CUL1 inh: 2

How did CS(=O)(=O)N(Cc1ccccc1Cl)c1ccc(C(=O)N/N=C/c2ccc(OCC(=O)NCC3CCCO3)cc2)cc1 (stereo unspecified) do in these assays?
RBX1-CUL1 inh: -1

How did O=c1[nH]cnc2c1sc1nc3c(c(-c4ccc(Cl)cc4)c12)CCC3 do in these assays?
RBX1-CUL1 inh: 13

How did CCOC(=O)c1c(NC(=O)CSc2nnc3sc4ccccc4n23)sc2c1CCCCC2 do in these assays?
RBX1-CUL1 inh: 10

How did CN=C1CC=CC=C(C(=O)/C=C/c2cccc(Oc3ccccc3)c2)C1=O do in these assays?
RBX1-CUL1 inh: 104*

What do the screens show for `Cc1n[nH]c(=S)n1/N=C/c1ccc(Br)o1`?
RBX1-CUL1 inh: -11

What do the screens show for `NC(=O)Cn1cnc2sc3c(c2c1=O)CCCC3`?
RBX1-CUL1 inh: 13

Results for Cc1ccc(-c2nc(CNC(=O)NC3CCCCC3)c(C)o2)cc1 ?
RBX1-CUL1 inh: 3

How did COc1ccc(NC(=O)c2ccc(CN3C(=O)CCn4nc(C)cc43)cc2)c(OC)c1 do in these assays?
RBX1-CUL1 inh: -4

How did CN(C)NC(=O)C12CC3CCC1(C)C3(C)CO2 (stereo unspecified) do in these assays?
RBX1-CUL1 inh: 6

Results for Cc1cc(C)nc(CCNC(=O)C2CCC(=O)N(CCCc3ccccc3)C2)n1 (stereo unspecified) ?
RBX1-CUL1 inh: 7

What do the screens show for `CC1CCCCN1C(=O)c1cc(-c2ccc(Br)cc2)on1` (stereo unspecified)?
RBX1-CUL1 inh: -3

What do the screens show for `CCN(Cc1ccccc1)C(=O)c1cc(-c2ccccc2)n[nH]1`?
RBX1-CUL1 inh: 1

How did CCn1cc(CN2CCC(C(Cc3ccccc3Cl)N(C)C(=O)c3ccco3)CC2)c(C)n1 (stereo unspecified) do in these assays?
RBX1-CUL1 inh: 1

What do the screens show for `COC(=O)c1ccc(NC(=O)COc2c(C)cc(Br)cc2C)cc1`?
RBX1-CUL1 inh: 6

How did CCOc1ccc(-c2nc(SCC(=O)NC3CCCC3)c(-c3ccccc3)[nH]2)cc1OC do in these assays?
RBX1-CUL1 inh: -6

Results for Fc1cccc(CN2CCC(C3CCN(CCCn4cccn4)C3)CC2)c1F (stereo unspecified) ?
RBX1-CUL1 inh: 7

Results for Cc1csc2nc(COc3ccc(NC(=O)COc4ccc(F)cc4)cc3)cc(=O)n12 ?
RBX1-CUL1 inh: -5

The closing two entries of the part before are carried over, then new ones follow.
Results for Fc1cccc(CN2CCC(C3CCN(CCCn4cccn4)C3)CC2)c1F (stereo unspecified) ?
RBX1-CUL1 inh: 7

Results for Cc1csc2nc(COc3ccc(NC(=O)COc4ccc(F)cc4)cc3)cc(=O)n12 ?
RBX1-CUL1 inh: -5

Results for O=C(NCCOc1ccccc1)c1ccccc1NC(=O)c1ccccc1C(F)(F)F ?
RBX1-CUL1 inh: -11

How did Cc1ccc(-n2c(=O)c3c(c4cc(C)ccc4n3C)n(CC(=O)NCC3CCCO3)c2=O)cc1 (stereo unspecified) do in these assays?
RBX1-CUL1 inh: 1

How did Cc1cc(Cl)ccc1NC(=O)CN1C(=O)COc2ccc(S(=O)(=O)Nc3ccccc3)cc21 do in these assays?
RBX1-CUL1 inh: -2

Results for Cc1nnc(N2CCC(C(=O)NCCC(C)C)CC2)c2nn(-c3ccc(Cl)cc3)c(C)c12 ?
RBX1-CUL1 inh: -5

What do the screens show for `CCOC(=O)CNC(=O)c1cc2c(=O)n(CC)c3ccccc3c2s1`?
RBX1-CUL1 inh: -1

Results for CCc1cccc(-n2c(=O)c3cccnc3n2CC(=O)NCc2ccc(C)cc2)c1 ?
RBX1-CUL1 inh: 8

How did CCCSCCCNC(=O)Cn1c(-c2cccs2)cc2ccccc21 do in these assays?
RBX1-CUL1 inh: -3

What do the screens show for `N#CC1C(=N)Oc2n[nH]c(-c3ccc4c(c3)OCO4)c2C1c1ccc(-c2ccccc2)cc1` (stereo unspecified)?
RBX1-CUL1 inh: 2

What do the screens show for `COC(=O)CN1C(=O)CSc2ccc(S(=O)(=O)Nc3ccc(F)c(Cl)c3)cc21`?
RBX1-CUL1 inh: -10

What do the screens show for `O=C(COc1ccc2ccccc2c1)NC1CC(=O)N(c2ccc(F)cc2)C1` (stereo unspecified)?
RBX1-CUL1 inh: 2

How did CC(=O)Nc1c(C(=O)N2CCCCC2)cnn1-c1ccccc1Cl do in these assays?
RBX1-CUL1 inh: 3

What do the screens show for `CC(C)C(C)OC1CC(=O)CC2C(=O)c3c(O)ccc(O)c3C(=O)C12` (stereo unspecified)?
RBX1-CUL1 inh: 60*

What do the screens show for `CCCCC(=O)NC(NC(=O)CCCC)c1ccccc1OC`?
RBX1-CUL1 inh: 10

Results for CN1C(=O)CC(=NC(=O)Nc2cccc(C(F)(F)F)c2)N(C)C1=O ?
RBX1-CUL1 inh: -7

How did COC(=O)c1c(NC(=O)c2ccc(Cl)c(Cl)c2)sc2c1CCCC2 do in these assays?
RBX1-CUL1 inh: -7

How did Cc1ccc(CSc2nc(-c3ccc(C(C)(C)C)cc3)nc3cc(=O)[nH]n23)cc1 do in these assays?
RBX1-CUL1 inh: -1

Results for Cc1ccc(CNC(=O)c2ccc3nc(SCc4ccc(F)cc4)[nH]c3c2)cc1 ?
RBX1-CUL1 inh: 0

What do the screens show for `Cc1ccc(C2C3CCCC=C3C(C#N)C(=N)C2(C#N)C#N)cc1` (stereo unspecified)?
RBX1-CUL1 inh: 8

Results for CN1CCc2c(sc3nc(SCC#N)nc(SCC#N)c23)C1 ?
RBX1-CUL1 inh: 19

What do the screens show for `Cc1nc(CCNC(=O)c2csc(C(C)C)c2)cc(=O)[nH]1`?
RBX1-CUL1 inh: -5

Results for O=C(N1CCN(Cc2ccc3c(c2)OCO3)CC1)N1c2ccccc2Sc2ccccc21 ?
RBX1-CUL1 inh: -3

Results for Cc1cc(C)nc(NC(=O)CC(C)C)n1 ?
RBX1-CUL1 inh: -12

Results for CC(C)NC(=O)CN1C(=O)COc2ccc(S(=O)(=O)N3CCCCCC3)cc21 ?
RBX1-CUL1 inh: 1

Results for Cc1ccc(C)c(CSc2nc(C)c(CCC(C)C)c(=O)[nH]2)c1 ?
RBX1-CUL1 inh: -4

Results for Cc1ccccc1CS(=O)(=O)CC1Nc2ccc(C(=O)NCc3ccc(Cl)cc3)cc2NC1=O (stereo unspecified) ?
RBX1-CUL1 inh: 3

How did COc1ccc(OCCCC(=O)N2CCOCC2)cc1 do in these assays?
RBX1-CUL1 inh: -2

Results for CCc1ccccc1NC(=O)CC(C)S(=O)(=O)c1ccc2c(c1)NC(=O)CO2 (stereo unspecified) ?
RBX1-CUL1 inh: -3

Results for CCOC(=O)c1c(C(C)(C)C)oc2ccc(OCc3ccccc3Cl)cc12 ?
RBX1-CUL1 inh: 1

Results for CCOC(=O)C1(Cc2cccc(Cl)c2)CCCN(C(=O)c2cc(C)nc(C)n2)C1 (stereo unspecified) ?
RBX1-CUL1 inh: -1

What do the screens show for `Cc1ccccc1NC(=O)C(Cc1ccccc1)N1Cc2ccccc2C1=O` (stereo unspecified)?
RBX1-CUL1 inh: -6

What do the screens show for `Cc1cc2oc(C(=O)N=C3C(=O)N(c4ccccc4)N(C)C3C)cc(=O)c2cc1C` (stereo unspecified)?
RBX1-CUL1 inh: -2

What do the screens show for `Cn1cc(CCCC(=O)NCc2ccc(F)cc2)c2ccccc21`?
RBX1-CUL1 inh: -3

What do the screens show for `Cc1cccc(NC(=O)CSc2nnc3c4ccccc4n(C)c3n2)c1`?
RBX1-CUL1 inh: 2

What do the screens show for `COc1ccc(C(=O)Nc2ccc(OCc3cc(=O)n4ccsc4n3)cc2)cc1OC`?
RBX1-CUL1 inh: -4

Results for Cc1ccc(-n2ncc(C(=O)NCCc3ccsc3)c2C2CCN(C(=O)OC(C)(C)C)CC2)c(C)c1 ?
RBX1-CUL1 inh: -4

How did CCN(CC)CCN1C(=O)C(=O)C(C(=O)c2ccccc2)C1c1cc(OC)ccc1OC (stereo unspecified) do in these assays?
RBX1-CUL1 inh: -3

Results for Cc1cc(C)c(NC(=O)Cn2nnc(-c3ccccc3)n2)c(C)c1 ?
RBX1-CUL1 inh: 1

What do the screens show for `CCc1ccccc1NC(=O)Cn1cc(C(=O)c2ccncc2)c(=O)c2cc(C)ccc21`?
RBX1-CUL1 inh: -2

What do the screens show for `Cc1nn2c(=O)cc(COC(=O)c3ccc(NC(=O)COc4ccc(Cl)cc4)cc3)nc2s1`?
RBX1-CUL1 inh: -11

What do the screens show for `CC(=O)c1cc(CN2CCC(n3nccc3NC(=O)C3CCCC3)CC2)cs1`?
RBX1-CUL1 inh: -3

Some of these compounds in order of formula weight, descending.
Results for Cc1ccccc1CS(=O)(=O)CC1Nc2ccc(C(=O)NCc3ccc(Cl)cc3)cc2NC1=O (stereo unspecified) ?
RBX1-CUL1 inh: 3

Results for O=C(N1CCN(Cc2ccc3c(c2)OCO3)CC1)N1c2ccccc2Sc2ccccc21 ?
RBX1-CUL1 inh: -3

What do the screens show for `CCc1ccccc1NC(=O)Cn1cc(C(=O)c2ccncc2)c(=O)c2cc(C)ccc21`?
RBX1-CUL1 inh: -2

Results for CC(C)NC(=O)CN1C(=O)COc2ccc(S(=O)(=O)N3CCCCCC3)cc21 ?
RBX1-CUL1 inh: 1

How did COc1ccc(OCCCC(=O)N2CCOCC2)cc1 do in these assays?
RBX1-CUL1 inh: -2

Not a retest: an excerpt of the list.
How did CCN(CC)CCN1C(=O)C(=O)C(C(=O)c2ccccc2)C1c1cc(OC)ccc1OC (stereo unspecified) do in these assays?
RBX1-CUL1 inh: -3

Results for Cc1cc(C)c(NC(=O)Cn2nnc(-c3ccccc3)n2)c(C)c1 ?
RBX1-CUL1 inh: 1

What do the screens show for `CCc1ccccc1NC(=O)Cn1cc(C(=O)c2ccncc2)c(=O)c2cc(C)ccc21`?
RBX1-CUL1 inh: -2

What do the screens show for `Cc1nn2c(=O)cc(COC(=O)c3ccc(NC(=O)COc4ccc(Cl)cc4)cc3)nc2s1`?
RBX1-CUL1 inh: -11

What do the screens show for `CC(=O)c1cc(CN2CCC(n3nccc3NC(=O)C3CCCC3)CC2)cs1`?
RBX1-CUL1 inh: -3

Further results.
What do the screens show for `CCN(Cc1ccncc1)C1CCCN(C(=O)c2ccc(-c3ccco3)cc2)C1` (stereo unspecified)?
RBX1-CUL1 inh: 8

What do the screens show for `CCOC(=O)C1(CCc2ccccc2)CCCN(C2CCN(C(C)=O)CC2)C1` (stereo unspecified)?
RBX1-CUL1 inh: 5

Results for C/C=C1/SC(c2ccccc2)(C(F)(F)F)NC(=O)N1c1ccccc1 (stereo unspecified) ?
RBX1-CUL1 inh: -6

What do the screens show for `O=C(CCC1CCN(C(=O)[C@H]2C[C@@H]3C=C[C@H]2C3)CC1)NCc1cccnc1`?
RBX1-CUL1 inh: -6

What do the screens show for `O=C(c1ccc2c(c1)OCCO2)N(Cc1cccnc1)c1nc2c(Cl)cccc2s1`?
RBX1-CUL1 inh: -7

How did Cc1ncc(CN2CCCC(C(=O)Nc3ccccc3Oc3cccnc3)C2)s1 (stereo unspecified) do in these assays?
RBX1-CUL1 inh: 0

What do the screens show for `COCc1ccc2c(c1)c1c3n2CCN(Cc2ccccc2)C3CCC1` (stereo unspecified)?
RBX1-CUL1 inh: 2

How did COCCCNC(=O)CCCN1C(=O)CCn2nc(-c3cccn3C)cc21 do in these assays?
RBX1-CUL1 inh: -6

How did NC(=O)CCNCC1(c2ccccc2)CCCC1 do in these assays?
RBX1-CUL1 inh: 12

Results for Cc1ccc2c(c1)-c1c(cnc3cc(-c4ccccc4)nn13)CO2 ?
RBX1-CUL1 inh: -1

Results for COC(=O)C(NC(=O)c1ccccc1)(Nc1ccc(OC(F)(F)Cl)cc1)C(F)(F)F (stereo unspecified) ?
RBX1-CUL1 inh: -4

Results for CCCCOc1ccccc1C(=O)N(Cc1sccc1C)C1CCS(=O)(=O)C1 (stereo unspecified) ?
RBX1-CUL1 inh: -4

Results for Cc1nn(CC(=O)NC2CC2)c(=O)c2cc3cc(F)ccc3n12 ?
RBX1-CUL1 inh: -10

What do the screens show for `CCCOc1ccc(Oc2nc(NCC(C)C)nc(N3CCOCC3)n2)nn1`?
RBX1-CUL1 inh: 10

Results for CCS(=O)(=O)N1CCN(c2nccc(-c3cnn(C)c3)n2)CC1 ?
RBX1-CUL1 inh: 6

Results for CCOc1ccc(NC(=O)CCC(=O)NNC(=O)C(c2ccccc2)c2ccccc2)cc1 ?
RBX1-CUL1 inh: 11

Results for CC(C)(C)C1CCc2c(sc3[nH]c(=S)[nH]c(=O)c23)C1 (stereo unspecified) ?
RBX1-CUL1 inh: 12

Results for NC(=O)C1(C(=O)N2CCc3onc(-c4cccc5ccccc45)c3C2)CC1 ?
RBX1-CUL1 inh: -7

What do the screens show for `CSc1ccc(/C=N/NC(=O)C2C3CCCCC32)cc1` (stereo unspecified)?
RBX1-CUL1 inh: 2

How did COc1ccc(CNC(=O)c2cccn2-c2nnc(N3CCCC3)s2)c(OC)c1 do in these assays?
RBX1-CUL1 inh: -5

How did COc1cccc(C(=O)N2CCN(c3ncccn3)CC2)c1OC do in these assays?
RBX1-CUL1 inh: 6

Results for CC1=Nc2nc(NCc3ccccc3Cl)nn2C(=O)C1Cc1ccccc1 (stereo unspecified) ?
RBX1-CUL1 inh: 1

Results for O=C1CSc2ccccc2N1Cc1ccc(Cl)cc1Cl ?
RBX1-CUL1 inh: -11

Results for Cc1ccc(Cn2c(=O)n(CCc3ccccc3)c(=O)c3c(C)c(C)sc32)cc1 ?
RBX1-CUL1 inh: -4

How did COc1ccc(NCc2nnc(SCC(=O)c3ccccc3)n2C)cc1 do in these assays?
RBX1-CUL1 inh: -2

What do the screens show for `COc1ccc2c(c1)C=C(CN1CCCC(CO)(Cc3ccccc3)C1)CO2` (stereo unspecified)?
RBX1-CUL1 inh: -6

Results for Cc1cccc(OCC(=O)Nc2cccc3cccnc23)c1C ?
RBX1-CUL1 inh: -1

What do the screens show for `CCCOC(=O)c1c(NC(=O)C2c3ccccc3Oc3ccccc32)sc2c1CCCC2`?
RBX1-CUL1 inh: 1
